Mtb BioA inh – inhibitors of Mycobacterium tuberculosis BioA enzyme; purified M. tuberculosis BioA enzyme, plate reader; inhibition, % at 9.99 µM; 360,000 tested, 0.096% active; in the data active means inhibition above about 40%
The depositor's hits bear a star. Some of the compounds tested; the hit share may differ from the screen's.

mol,Mtb BioA inh
CCCNC(=O)N1[C@@H](C#N)[C@H](c2ccc(C3=CCCCC3)cc2)[C@@H]1CO,-0.4
CO[C@@H]1CN(C)C(=O)c2ccc(NC(=O)c3ccc(F)cc3)cc2OC[C@H](C)NC[C@@H]1C,-0.8
O=C(Nc1ccc2c(c1)[C@@H]1C[C@@H](CC(=O)N3CCCCC3)O[C@@H](CO)[C@@H]1O2)C1CCOCC1,-2.8
C[C@H](NC(=O)C[C@H]1CC[C@H]2[C@@H](COc3ccc(NS(=O)(=O)c4ccc(Cl)cc4)cc3C(=O)N2C)O1)c1ccccc1,-0.1
O=C(C[C@@H]1CC[C@H]2[C@@H](COC[C@@H](O)CN2Cc2cc(F)ccc2F)O1)NCc1ccc(F)cc1,-0.3
COc1ccc(NC(=O)N(C)C[C@H]2OCCCC[C@H](C)Oc3ccc(NS(=O)(=O)c4ccc(Cl)cc4)cc3C(=O)N([C@H](C)CO)C[C@@H]2C)cc1,-1.4
C[C@@H]1CN([C@@H](C)CO)C(=O)c2cc(C#C[C@@H](C)O)cnc2O[C@H]1CN(C)C(=O)c1ccc(F)cc1,-3.0
COCC#Cc1cnc2c(c1)C(=O)N([C@H](C)CO)C[C@@H](C)[C@@H](CN(C)S(=O)(=O)c1cn(C)cn1)O2,-2.7
C[C@@H]1CN([C@H](C)CO)C(=O)Cc2cc(NS(=O)(=O)c3ccccc3)ccc2O[C@@H]1CN(C)CC1CC1,1.4
COc1ccc(NC(=O)N(C)C[C@H]2Oc3ccc(NS(C)(=O)=O)cc3CC(=O)N([C@@H](C)CO)C[C@H]2C)cc1,0.2
Cc1ccc(S(=O)(=O)N(C)C[C@@H]2OCCCC[C@@H](C)Oc3ccc(NS(=O)(=O)c4ccccc4)cc3C(=O)N([C@H](C)CO)C[C@H]2C)cc1,0.3
CO[C@H]1CN(C)C(=O)c2cc(NS(=O)(=O)c3ccc(Oc4ccccc4)cc3)ccc2OC[C@@H](C)NC[C@H]1C,0.8
O=C(C[C@H]1C[C@@H]2c3cc(NC(=O)CC4CC4)ccc3O[C@@H]2[C@@H](CO)O1)NCc1ccc(Cl)cc1,1.2
C[C@@H]1CN([C@H](C)CO)S(=O)(=O)c2ccc(-c3cncnc3)cc2O[C@@H]1CN(C)Cc1cccnc1,1.4
C[C@@H]1CN([C@H](C)CO)C(=O)c2cccc(NC(=O)Nc3ccccc3)c2O[C@H]1CN(C)Cc1ccc(C(=O)Nc2ccccc2N)cc1,-1.8
COc1ccc(S(=O)(=O)N(C)C[C@@H]2OCCCC[C@H](C)Oc3ccc(NC(=O)C4CCCCC4)cc3C(=O)N([C@@H](C)CO)C[C@@H]2C)cc1,-1.7
CC(C)NC(=O)N(C)C[C@H]1Oc2c(NC(=O)C3CCOCC3)cccc2C(=O)N([C@H](C)CO)C[C@@H]1C,-1.2
Cc1ccc(S(=O)(=O)N[C@H]2CC[C@@H](CC(=O)NCCN3CCCCC3)O[C@H]2CO)cc1,-4.1
COc1ccc(S(=O)(=O)Nc2ccc3c(c2)C(=O)N([C@H](C)CO)C[C@H](C)[C@H](CN(C)S(=O)(=O)c2ccc(C)cc2)O3)cc1,-0.3
CC(C)NC(=O)Nc1ccc2c(c1)CC(=O)N([C@@H](C)CO)C[C@H](C)[C@H](CN(C)CC1CC1)O2,-3.2
C[C@H](CO)N1C[C@H](C)[C@H](CN(C)S(=O)(=O)c2ccc(F)cc2)Oc2cc(C#Cc3ccc(F)cc3)ccc2S1(=O)=O,1.1
CCCC(=O)Nc1ccc2c(c1)C(=O)N(C)C[C@@H](OC)[C@H](C)CN(Cc1ccccc1)[C@@H](C)CO2,1.4
Cc1noc(C)c1S(=O)(=O)Nc1ccc2c(c1)C(=O)N([C@@H](C)CO)C[C@@H](C)[C@@H](CN(C)Cc1ccc(C(=O)O)cc1)OCCCC[C@@H](C)O2,-3.5
C[C@@H]1CN([C@H](C)CO)S(=O)(=O)c2ccc(C3=CCCC3)cc2O[C@@H]1CN(C)Cc1ccccn1,1.2
C[C@@H]1CN([C@@H](C)CO)C(=O)c2cccc(NC(=O)Nc3ccc4c(c3)OCO4)c2O[C@@H]1CN(C)C(=O)Nc1ccc(F)cc1,-1.1
COc1cccc(S(=O)(=O)N(C)C[C@H]2OCc3ccccc3-c3ccccc3C(=O)N([C@H](C)CO)C[C@@H]2C)c1,3.7
CC(C)NC(=O)Nc1ccc2c(c1)C(=O)N([C@H](C)CO)C[C@H](C)[C@H](CN(C)S(=O)(=O)c1ccccc1)OCCCC[C@H](C)O2,2.4
COc1ccc(S(=O)(=O)Nc2cccc3c2O[C@@H](CN(C)C(=O)Nc2ccc4c(c2)OCO4)[C@@H](C)CN([C@H](C)CO)C3=O)cc1,-1.1
COc1ccccc1-c1ccc2c(c1)[C@@H]1[C@@H](CCN1C(=O)c1ccc3c(c1)OCO3)[C@H](CO)N2,-0.6
C[C@@H]1CN([C@H](C)CO)S(=O)(=O)c2ccc(-c3ccc(C(=O)N(C)C)cc3)cc2O[C@@H]1CN(C)Cc1ccc2c(c1)OCO2,-1.9
O=C(C[C@@H]1CC[C@@H]2[C@H](COC[C@@H](O)CN2C(=O)Cc2ccccc2)O1)NC1CCCC1,-1.4
O=C(NCC[C@H]1CC[C@@H](NC(=O)C2CCC2)[C@@H](CO)O1)c1cnccn1,0.4
C[C@@H]1CCCCO[C@@H](CN(C)S(=O)(=O)c2cccs2)[C@@H](C)CN([C@@H](C)CO)C(=O)c2cc(NS(=O)(=O)c3ccc(F)cc3)ccc2O1,-2.6
CCC(=O)N1[C@H](CO)[C@H](c2ccccc2)[C@H]1CN(CC)C(=O)c1ccc(F)cc1,2.6
Cc1ccc(S(=O)(=O)N[C@H]2CC[C@@H](CC(=O)NCCc3ccncc3)O[C@@H]2CO)cc1,-5.9
CCCNC(=O)C[C@@H]1CC[C@H]2[C@@H](COC[C@@H](O)CN2C(=O)Nc2c(C)noc2C)O1,-1.3
C[C@H](NC(=O)[C@@H]1[C@@H](CO)[C@@H]2Cn3c(cccc3=O)[C@H]1N2Cc1cccnc1)c1ccccc1,-0.6
O=C(Cc1cccnc1)N1[C@H](CO)[C@H]2c3ccccc3NC[C@H]21,-0.8
CCN(C[C@@H]1[C@@H](c2ccccc2)[C@@H](CO)N1C(=O)COC)S(C)(=O)=O,-1.7
CNC[C@H]1Oc2ccc(NC(=O)C3CC3)cc2C(=O)N([C@H](C)CO)C[C@H]1C,-3.6

Some of the entries above in another layout:
canonical_smiles: CCCNC(=O)C[C@@H]1CC[C@H]2[C@@H](COC[C@@H](O)CN2C(=O)Nc2c(C)noc2C)O1
  Mtb BioA inh: -1.3

canonical_smiles: CCN(C[C@@H]1[C@@H](c2ccccc2)[C@@H](CO)N1C(=O)COC)S(C)(=O)=O
  Mtb BioA inh: -1.7

canonical_smiles: CNC[C@H]1Oc2ccc(NC(=O)C3CC3)cc2C(=O)N([C@H](C)CO)C[C@H]1C
  Mtb BioA inh: -3.6

canonical_smiles: C[C@@H]1CN([C@H](C)CO)S(=O)(=O)c2ccc(-c3ccc(C(=O)N(C)C)cc3)cc2O[C@@H]1CN(C)Cc1ccc2c(c1)OCO2
  Mtb BioA inh: -1.9

The list goes on.
mol,Mtb BioA inh
CC(C)CC#Cc1ccc2c(c1)O[C@@H](CN(C)C(=O)c1cnccn1)[C@@H](C)CN([C@@H](C)CO)S2(=O)=O,1.1
O=C(C[C@@H]1C[C@H]2c3cc(NC(=O)C4CCC4)ccc3O[C@H]2[C@@H](CO)O1)NCc1cccc(F)c1,-1.4
CO[C@H]1CN(C)C(=O)c2ccc(NC(=O)C3CC3)cc2OC[C@@H](C)N(C(=O)C2CCOCC2)C[C@H]1C,-0.4
COc1ccc(NC(=O)N(C)C[C@@H]2Oc3ccc(NC(=O)C4CCCCC4)cc3CC(=O)N([C@@H](C)CO)C[C@H]2C)cc1,1.2
CO[C@@H]1CN(C)C(=O)c2ccc(NC(C)=O)cc2OC[C@@H](C)N(Cc2ccccc2F)C[C@@H]1C,4.1
CCCC(=O)Nc1ccc2c(c1)OC[C@@H](C)N(C(=O)c1cnccn1)C[C@H](C)[C@@H](OC)CN(C)C2=O,-0.9
Cc1ccc(-c2ccc([C@H]3[C@@H](CO)N4CCCCN(S(=O)(=O)c5ccccc5C)C[C@H]34)cc2)cc1,-4.5
COc1ccc(S(=O)(=O)Nc2ccc3c(c2)C(=O)N([C@@H](C)CO)C[C@H](C)[C@@H](CN(C)Cc2ccc(C(=O)O)cc2)O3)cc1,-1.1
C[C@@H]1CCCCO[C@H](CN(C)Cc2ccc(C(=O)O)cc2)[C@H](C)CN([C@@H](C)CO)C(=O)c2cc(NC(=O)Nc3ccc(F)cc3)ccc2O1,-0.4
CNC[C@H]1Oc2cc(C#Cc3ccncc3)ccc2S(=O)(=O)N([C@@H](C)CO)C[C@@H]1C,-3.2
C[C@@H]1CN([C@H](C)CO)C(=O)c2cc(NC(=O)Nc3ccccc3)ccc2O[C@@H](C)CCCCO[C@@H]1CN(C)C(=O)CCC(F)(F)F,1.2
CN1c2ccc(Br)cc2[C@@H]2[C@@H](CCN2C(=O)C2CCOCC2)[C@H]1CO,30
Cc1noc(C)c1NC(=O)Nc1ccc2c(c1)C(=O)N(C)[C@H]1CC[C@@H](CC(=O)N(C)C)O[C@@H]1CO2,-0.6
O=C(N[C@@H]1CC[C@@H](CCNS(=O)(=O)c2ccccc2Cl)O[C@H]1CO)c1ccc(F)cc1,1.5
O=C(c1ccccc1)N1C[C@@H]2[C@H](c3ccccc31)[C@@H](CO)N2Cc1cc(F)ccc1F,-0.1
O=C(C[C@@H]1CC[C@@H](NC(=O)Cc2ccccn2)[C@@H](CO)O1)NCCCN1CCOCC1,-0.5
CCCNC(=O)N(C)C[C@@H]1Oc2cc(-c3ccccc3F)ccc2S(=O)(=O)N([C@H](C)CO)C[C@@H]1C,-0.6
CCNC(=O)C[C@H]1CC[C@@H]2[C@H](COC[C@@H](O)CN2Cc2ccccc2F)O1,-3.0
COc1ccc(S(=O)(=O)N[C@H]2CC[C@@H](CC(=O)N3CCN(c4ccccc4)CC3)O[C@@H]2CO)cc1,1.4
CCCNC(=O)N(C)C[C@@H]1Oc2cc(-c3ccccc3F)ccc2S(=O)(=O)N([C@@H](C)CO)C[C@@H]1C,-0.6

Part of the list above, field by field.
COc1ccc(S(=O)(=O)N[C@H]2CC[C@@H](CC(=O)N3CCN(c4ccccc4)CC3)O[C@@H]2CO)cc1
  Mtb BioA inh: 1.4

CCCNC(=O)N(C)C[C@@H]1Oc2cc(-c3ccccc3F)ccc2S(=O)(=O)N([C@@H](C)CO)C[C@@H]1C
  Mtb BioA inh: -0.6

Remaining list, next part
mol,Mtb BioA inh
C[C@H](NC(=O)[C@@H]1[C@@H](CO)[C@@H]2Cn3c(ccc(-c4ccncc4)c3=O)[C@@H]2N1C)c1ccccc1,-2.0
O=C(N[C@H]1CC[C@@H](CCNS(=O)(=O)c2ccc(F)cc2)O[C@@H]1CO)C1CCC1,0.2
O=C(C[C@@H]1C=C[C@H](NC(=O)c2cccc(F)c2)[C@H](CO)O1)Nc1nccs1,-1.0
CC(C)NC(=O)Nc1ccc2c(c1)C(=O)N([C@H](C)CO)C[C@H](C)[C@H](CN(C)CC1CCCCC1)OCCCC[C@H](C)O2,1.7
C[C@@H]1CN([C@@H](C)CO)C(=O)c2cc(-c3ccc(F)cc3)cnc2O[C@@H]1CN(C)CC1CCCC1,-4.9
C[C@H]1CN([C@@H](C)CO)C(=O)c2cc(NS(=O)(=O)c3cn(C)cn3)ccc2O[C@H]1CN(C)Cc1ccc(C(=O)Nc2ccccc2N)cc1,-1.7
O=C(c1ccc(F)cc1)N1C[C@H]2[C@@H](c3ccccc31)[C@@H](CO)N2C(=O)c1ccccc1,0.8
COc1ccc(NC(=O)Nc2ccc3c(c2)CC(=O)N([C@H](C)CO)C[C@@H](C)[C@H](CN(C)C(=O)NC(C)C)O3)cc1,-0.3
Cc1ccc(S(=O)(=O)Nc2ccc3c(c2)CC(=O)N([C@H](C)CO)C[C@@H](C)[C@H](CN(C)S(=O)(=O)c2cn(C)cn2)O3)cc1,-0.4
CCC(=O)N(C)C[C@H]1Oc2ncc(C#C[C@H](C)O)cc2C(=O)N([C@H](C)CO)C[C@@H]1C,-1.4
O=C(CN1CCOCC1)N[C@@H]1CC[C@H](CCNC(=O)C2CCC2)O[C@H]1CO,-1.2
C[C@@H]1CN([C@H](C)CO)C(=O)c2cc(NC(=O)Nc3ccc(C(F)(F)F)cc3)ccc2O[C@@H](C)CCCCO[C@H]1CN(C)Cc1ccc2c(c1)OCO2,-3.3
C[C@H](CO)N1C[C@H](C)[C@@H](CN(C)C(=O)C2CCCCC2)Oc2ncc(-c3ccncc3)cc2C1=O,-1.4
C[C@@H]1CCCCO[C@@H](CN(C)C(=O)CCCN(C)C)[C@H](C)CN([C@H](C)CO)C(=O)c2cc(NC(=O)Nc3ccc(C(F)(F)F)cc3)ccc2O1,2.7
COc1ccc(S(=O)(=O)N[C@@H]2CC[C@H](CC(=O)NCCc3ccccc3)O[C@@H]2CO)cc1,-0.7
O=C(C[C@H]1CC[C@@H](NC(=O)c2cccc(F)c2)[C@@H](CO)O1)Nc1nccs1,7.2
Cc1ccc(S(=O)(=O)Nc2cccc3c2O[C@H](CN(C)C(=O)Nc2c(C)noc2C)[C@@H](C)CN([C@@H](C)CO)C3=O)cc1,-4.5
CC(C)(C)[S@](=O)N1Cc2cc(C(=O)NCc3ccccc3F)nc(-c3cccc(-c4cccnc4)c3)c2[C@@H]1CCO,42*
CC(C)NC(=O)Nc1cccc2c1O[C@H](CN(C)Cc1ccc(Oc3ccccc3)cc1)[C@H](C)CN([C@H](C)CO)C2=O,-1.8
C[C@@H](NC(=O)C[C@@H]1C[C@H]2c3cc(N(C)C)ccc3O[C@H]2[C@@H](CO)O1)c1ccccc1,-0.2

Screens deposited in PubChem BioAssay by Broad Institute.
